# From PubChem BioAssay
# 14-3-3 PPI = alters human 14-3-3 gamma binding to Raf peptide; inhibition, % at 40 µM; FP, 14-3-3gamma / TMR-pS259-Raf peptide binding; hit rate 0.19% among 160,000; P61981; AID 422; in the data active means inhibition above about 30%;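 further: 0% = protein plus tracer without compound and 100% = blank with tracer alone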
# Target sequence (P61981 whole entry, looked up): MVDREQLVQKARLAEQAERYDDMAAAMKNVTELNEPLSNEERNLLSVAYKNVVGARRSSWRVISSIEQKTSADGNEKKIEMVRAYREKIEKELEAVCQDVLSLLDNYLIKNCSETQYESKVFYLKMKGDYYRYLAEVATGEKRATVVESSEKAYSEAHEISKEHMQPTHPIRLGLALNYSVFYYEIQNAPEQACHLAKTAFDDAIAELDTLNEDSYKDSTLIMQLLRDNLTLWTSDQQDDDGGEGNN
# Starred values were filed as active, the others as inactive; & = joins results of further samples. An excerpt; the hit share may differ from the screen's.
14-3-3 PPI	mol
-1	COc1cc(OC)c(NC(=O)Cn2cnc3sc(C)c(S(=O)(=O)N4CCN(C)CC4)c3c2=O)cc1Cl
6	Cc1ccc2cc3cc(C(=O)N4CCCCCC4)sc3nc2c1
-9	COc1cccc(C(=O)Nc2sc3c(c2C(=O)O)CCCC3)c1
-1	COc1cc(C(=O)NCCc2cn3ccc(C)cc3n2)cc(OC)c1OC
8	O=C(c1ccccc1-c1ccccc1)N1CCN(c2ccccn2)CC1
4	CCCC(C(=O)O)N1C(=O)C2CC=C(Cl)CC2C1=O (centres undefined)
-10	CCCCn1c(=N)n(CC(O)COc2cccc(C)c2)c2ccccc21 (centres undefined)
9	CC1=C(C(=O)OCC(C)C)C(c2ccc(F)cc2)N2C(=O)CCSC2=N1 (centres undefined)
-7	c1ccc(Cn2ncc3c2ncn2c(-c4ccncc4)nnc32)cc1
-20	O=C(c1cc(F)c(F)cc1Cl)N1CCCCC1
-1	COc1ccc(C2C(C(=O)OC(C)C)=C(C)N=C3SCCC(=O)N32)cc1OC (centres undefined)
-12	CCc1c(C)sc(NC(=O)CCCC(=O)O)c1C(N)=O
-12	Cn1c(=O)n(Cc2ccccc2)c(=O)c2c1nc1n2CCS1
-10	Cc1occc1C(=O)NCCCc1ccccc1
3	CCCCCn1c(=S)[nH]c2cc(C(=O)Nc3cccc(C)c3)ccc2c1=O

14-3-3 PPI	mol
2	O=C(Nc1cnn(Cc2ccc(F)cc2)c1)c1cc(-c2cccs2)on1
-3	CC1=C(C(=O)Nc2ccccc2)C(c2ccccc2Cl)NC(=S)N1 (centres undefined)
-10	O=C(CN1C(=O)c2cccc3cccc1c23)NC1CC2CCC1C2 (centres undefined)
-5	COc1ccc(Br)cc1S(=O)(=O)n1ccnc1C
-8	Cc1n[nH]c(C)c1S(=O)(=O)N1CCCC(C(=O)NC2CCCc3ccccc32)C1 (centres undefined)
2	O=C(O)C1CCCN1C(=O)c1ccc(N2C(=O)C3C4C=CC(C4)C3C2=O)cc1 (centres undefined)
-13	COc1cc2nc(=S)n3[nH]c(C(C)Oc4ccccc4OC)nc3c2cc1OC (centres undefined)
-16	CCc1c(C)c(C#N)c2nc3ccccc3n2c1NCCCN(C)C
-6	S=c1[nH]nc(-c2ccccc2Cl)n1C1CCCCC1
-3	C=CCn1c(SCC(=O)Nc2ccccc2)nnc1-c1cccc(S(=O)(=O)N2CCOCC2)c1
-2	CCOC(=O)c1ccc(NC(=O)c2ccc([N+](=O)[O-])cc2Cl)cc1
-5	COc1cccc(NC(=O)CSc2nc(C)cc(C)n2)c1
-2	O=C(c1ccc(S(=O)(=O)N2CCOCC2)cc1)N(c1ccccc1)C1C=CS(=O)(=O)C1 (centres undefined)
-2	O=C1CN(C(=O)Cc2ccccc2)C(c2ccccc2)c2cc(Cl)ccc2N1 (centres undefined)
5	COc1ccc2nc(SCC(=O)Nc3ccc(C)c(Cl)c3)[nH]c2c1

# Next part (2 carried over from the part before).
14-3-3 PPI	mol
-2	O=C1CN(C(=O)Cc2ccccc2)C(c2ccccc2)c2cc(Cl)ccc2N1 (centres undefined)
5	COc1ccc2nc(SCC(=O)Nc3ccc(C)c(Cl)c3)[nH]c2c1
-7	CCn1cc(C(=O)Nc2cc(C)ccc2OC)c2cc(OC)c(OC)cc2c1=O
-31	O=C(Nc1ccc(-c2nc3ccccc3s2)cc1)c1ccc(-c2ccccc2[N+](=O)[O-])o1
-1	O=C(NC1CCC(C(=O)O)CC1)OCc1ccccc1 (centres undefined)
-8	CC1CCC2C(=O)N(c3ccc(C(=O)Oc4ccc(Br)cc4)cc3)C(=O)C2C1 (centres undefined)
-10	Cc1nc(N2CCOCC2)nc(Nc2cccc(F)c2)c1[N+](=O)[O-]
-3	Cc1nn(-c2ccccc2)c2c1C1(C(=O)N(C)c3ccccc31)N(c1ccccc1)C(=O)N2 (centres undefined)
-1	Cn1cc(C(=O)NCCN2CCOCC2)c2c3ccccc3n(C)c2c1=O
-6	Cc1csc(NC(=O)CN(C)S(=O)(=O)c2cccc3cccnc23)n1
-11	COc1cccc(C(=O)NCCc2cc3cc(C)c(C)cc3[nH]c2=O)c1OC
-5	Cc1ccn2cc(CN3C(=O)c4ccccc4C3=O)nc2c1
-5	CC(=O)N1CCc2cc(S(=O)(=O)NC(CC(C)C)C(=O)Nc3cc(C(=O)O)ccc3C)ccc21 (centres undefined)
0	CC(C)OC(=O)CCCN1C(=O)c2ccc(N)cc2C1=O
-5	CC1CCCC(NC(=O)CCCNC(=O)Cn2cnc3sc4c(c3c2=O)CCCC4)C1C (centres undefined)
-4	COC(=O)c1ccc(N=Cc2cc(OC)ccc2O)cc1
-20	Nc1cc(Oc2ccc3ccccc3c2)c(Cl)cc1[N+](=O)[O-]

14-3-3 PPI	mol
1	Cc1nc(SCCCSc2n[nH]c(C)n2)n[nH]1
-2	O=C(CN1CCCCC1)NCCNS(=O)(=O)c1ccccc1
-7	CC1C=CCC2C(=O)N(c3ccc(F)c([N+](=O)[O-])c3)C(=O)C12 (centres undefined)
3	CCC(C)NC(=O)Cn1c(=O)n(CCc2ccc(Cl)cc2)c(=O)c2ccccc21 (centres undefined)
-8	CCCOc1ccc(N2C(=O)CC(NCCCN3CCC(C(N)=O)CC3)C2=O)cc1 (centres undefined)
6	COc1ccc(CNCc2ccccc2)cc1OC
0	NC(=O)c1ccccc1NC(=O)COc1ccc([N+](=O)[O-])cc1
-5	CC1(C(=O)O)CCC(C(=O)NC2CCCCCC2)C1(C)C (centres undefined)
-12	O=C1NC2(Nc3ccccc31)C(=O)N(Cc1cccc3ccccc13)c1ccccc12 (centres undefined)
2	CC(=O)NC1=NN(C(C)=O)C(C)(c2ccc(NC(C)=O)cc2)S1 (centres undefined)
-18	COc1ccc2oc(=O)c(C(=O)N3CCN(CCO)CC3)cc2c1
-3	Cc1cccc(CSc2ncnc3nc[nH]c23)c1
-92	CN(C)C=Cc1cc(=S)c2ccccc2s1
2	NCCNc1cccc2ccccc12
-3	CC(C)(C)c1ccc2c(c1)C(c1ccccc1)CC(=O)O2 (centres undefined)

14-3-3 PPI	mol
-10	O=C(Oc1cccnc1)c1ccc([N+](=O)[O-])cc1Cl
-160	CCOc1cccc(C(=O)Nc2cc(-c3nc4ccccc4o3)ccc2C)c1
2	Cc1nc(N2CCN(Cc3ccc4c(c3)OCO4)CC2)nc2c1C(=O)CC(c1ccco1)C2 (centres undefined)
1	CC(C)Sc1nc2c(c(=O)n1C)SC(C)C2 (centres undefined)
5	CCN1C(=O)c2ccccc2S(=O)c2ccc(C(=O)N3CCCC3)cc21 (centres undefined)
1	CC1(C(=O)NCc2cccnc2)CCC(=O)N1CCN1CCOCC1 (centres undefined)
-1&4	CCOc1ccc(S(=O)(=O)N(C)C)cc1-c1nc2c(C(C)(C)C)nn(C)c2c(=O)[nH]1
-6	CCOn1c(=O)c(-c2cc3ccccc3o2)[n+]([O-])c2ccccc21
-2	O=[N+]([O-])c1ccc(C=Nc2ccccn2)cc1
-4	COc1ccc(Br)cc1C1SCCN1S(C)(=O)=O (centres undefined)
13	CC12CCC(C(=O)NCc3ccc4c(c3)OCO4)(CC1=O)C2(C)C (centres undefined)
8	OCCOCCNc1ncnc2c1cnn2-c1ccc(Cl)cc1
-14	CCCc1nnc(NC(=O)CSc2nc(C)cc(C)n2)s1
-7	O=C(CCS(=O)(=O)c1ccc(Br)cc1)N1CCN(c2ccccc2F)CC1
-3	Cc1ccc(Cn2c(SCC(C)O)nc3c2c(=O)n(C)c(=O)n3C)cc1 (centres undefined)

14-3-3 PPI	mol
-4&-4	Cc1cc(NC(=O)C2CC=CCC2C(=O)O)no1 (centres undefined)
-3	COc1ccc(-c2nc(C)sc2CC(=O)O)cc1
2	O=C(Nc1nc2ccc(Br)cc2s1)c1c(O)c2ccccc2[nH]c1=O
10	CCOc1ccccc1NC(=O)C1CCCN1C(=O)OCc1ccccc1 (centres undefined)
-8	FC(F)(F)c1ccc(-c2noc(-c3cc(-c4ccncc4)nc4ccccc34)n2)cc1
3	Cn1cccc1CNC(=O)Nc1ccccc1
2	Cn1c(-n2c(CCCN3C(=O)c4ccccc4C3=O)nc3ccccc3c2=O)nc2ccccc21
2	CCOC(=O)c1sc(-c2ccccc2)cc1NC(=O)c1cc(=O)c2ccccc2o1
5	COC(=O)C(C(C)=O)(N1CCOCC1)N1CCOCC1
1	CC(=O)NC1(c2cccc(F)c2)CCN(CC(=O)NC2CCCCC2)CC1
-6	COc1ccccc1N1C(=O)C2CC(C)=C(C)CC2C1=O (centres undefined)
-3&0	COc1cc(C)c(C(C)C)cc1S(=O)(=O)N1CCOCC1
-7	COCCCNC(=O)CCCn1c(=O)c2ccccc2n(CC(=O)Nc2c(C)cccc2C)c1=O
-4	COc1ccc(S(=O)(=O)Cc2ccc(C(=O)N3CCOCC3)o2)cc1
-18	CCc1ccc(-n2c(CCC(=O)O)ccc2-c2ccc(C)cc2)cc1

14-3-3 PPI	mol
-7	COc1ccc(Nc2ncc(C(=O)Nc3ccccc3OC)c3ccccc23)cc1
8	O=C(NCc1n[nH]c(=S)n1-c1ccccc1Cl)c1ccc(S(=O)(=O)N2CCOCC2)cc1
-2	CCN(CC)c1ncnc2sc(C(=O)NC3CCCC(C)C3C)c(C)c12 (centres undefined)
-1	O=C(c1cccc(N2C(=O)C3CC=CCC3C2=O)c1)N1CCc2ccccc2C1 (centres undefined)
-8	OCC1OC(Nc2ccc(Cl)cc2)C(O)C(O)C1O (centres undefined)
1	CCOc1cccc(-c2nnc3sc(-c4ccc(C)cc4)nn23)c1
-2	Cc1onc(-c2ccccc2)c1C(=O)Nc1cc([N+](=O)[O-])ccc1Cl
-10	Cc1ccc2c(C(=O)CNc3nccs3)c(C)[nH]c2c1
-9	CCOC(=O)C1=C(Nc2ccccc2)OCC1=O
-6	CCOC(=O)C1=C(C)NC(SCc2cc(=O)[nH][nH]2)=C(C#N)C1c1cccs1 (centres undefined)
-25	COc1ccc(N2CCN(C(=O)Cn3c(=S)[nH]c4ccccc4c3=O)CC2)cc1
-12	CSc1nc(C)c(C)c(C)c1C#N
-16	CCOC(=O)c1c(C)oc2ccc(N(C(=O)c3ccc([N+](=O)[O-])cc3)S(=O)(=O)c3ccc(C)cc3)cc12
-4	CCCCOc1ccc(C(=O)Nc2cccc3c2C(=O)NC3=O)cc1
-20	O=C(NC1CCCCC1)c1ccc2c(=O)n(-c3ccccc3)c(=S)[nH]c2c1

14-3-3 PPI	mol
14	CC1=C(C(=O)OCCOc2ccccc2)C(c2ccc(C)cc2)NC(=O)N1 (centres undefined)
-6	COC(=O)c1c(C)oc2ccc(N(C(C)=O)S(=O)(=O)c3ccc(OC)cc3)cc12
17	COc1ccc2cc3cc(C(=O)NCCc4cccc(C)c4)oc3nc2c1
-1	CC(C)CCSc1nc2c(c(=O)[nH]c(=O)n2C)n1CCc1ccccc1
-2	C[C@]12C=CC(=O)C=C1CC[C@@H]1C2=CC[C@]2(C)[C@@H](C(=O)CN3CCN(c4cc(N5CCCC5)nc(N5CCCC5)n4)CC3)CC[C@@H]12
1	CC1=C(C(=O)Nc2ccc(Br)cn2)C(c2ccccc2C)C2=C(CC(C)(C)CC2=O)N1 (centres undefined)
5	Oc1c(Cl)cc(Cl)cc1CNc1ccc(Br)cn1
-2	CN(C)c1cccc(OCc2n[nH]c(=S)n2-c2ccccc2)c1
-10	O=C(Nc1nc2ccccc2c(=O)s1)c1ccccc1
3	CCOC(=O)CSc1nc2sc3c(c2c(=O)n1-c1ccc(OC)cc1)CC(C(C)C)OC3 (centres undefined)
-6	CCCN1CNC(=S)N(c2cc(C)ccc2C)C1
4	Cc1cccc(N(C)S(=O)(=O)c2ccc3[nH]c(=O)c(=O)[nH]c3c2)c1
6	COc1cc(NS(=O)(=O)c2ccc(NC(=O)C34CC5CC(CC(C5)C3)C4)cc2)ncn1
-7	Cc1sc2ncn(CC(=O)Nc3ccc(C(F)(F)F)cc3)c(=O)c2c1S(=O)(=O)N1CCN(C)CC1
-42	N#Cc1c(NC(=O)c2cc3ccccc3oc2=O)sc2c1CCCCC2

14-3-3 PPI	mol
-6	Cc1cc(C(F)(F)F)n2ncc(-c3ccccc3)c2n1
-6	Cc1ccn2c(NC(=O)c3ccc(Cl)c([N+](=O)[O-])c3)c(-c3ccccc3)nc2c1
-16	CCOc1ccc2cc(C(N)=O)c(=Nc3ccc(C(F)(F)F)cc3)oc2c1
-5	O=S(=O)(c1ccc(F)cc1)N(CCO)CC(O)Cn1c2ccccc2c2ccccc21 (centres undefined)
-3	Cc1onc(-c2ccccc2Cl)c1C(=O)NC1CCCCC1
-7	COc1ccccc1NC(=O)C1c2ccccc2C(=O)N(C)C1c1c[nH]c2ccccc12 (centres undefined)
-1	CC(=O)NC1CCN(C(=O)N2CCCC2)CC1

# Grouped by structure, the compounds so far containing a Cl atom.
14-3-3 PPI	mol
-1	COc1cc(OC)c(NC(=O)Cn2cnc3sc(C)c(S(=O)(=O)N4CCN(C)CC4)c3c2=O)cc1Cl
4	CCCC(C(=O)O)N1C(=O)C2CC=C(Cl)CC2C1=O (centres undefined)
-20	O=C(c1cc(F)c(F)cc1Cl)N1CCCCC1
-3	CC1=C(C(=O)Nc2ccccc2)C(c2ccccc2Cl)NC(=S)N1 (centres undefined)
-6	S=c1[nH]nc(-c2ccccc2Cl)n1C1CCCCC1
-2	CCOC(=O)c1ccc(NC(=O)c2ccc([N+](=O)[O-])cc2Cl)cc1
-2	O=C1CN(C(=O)Cc2ccccc2)C(c2ccccc2)c2cc(Cl)ccc2N1 (centres undefined)
5	COc1ccc2nc(SCC(=O)Nc3ccc(C)c(Cl)c3)[nH]c2c1
-20	Nc1cc(Oc2ccc3ccccc3c2)c(Cl)cc1[N+](=O)[O-]
3	CCC(C)NC(=O)Cn1c(=O)n(CCc2ccc(Cl)cc2)c(=O)c2ccccc21 (centres undefined)
-10	O=C(Oc1cccnc1)c1ccc([N+](=O)[O-])cc1Cl
8	OCCOCCNc1ncnc2c1cnn2-c1ccc(Cl)cc1
8	O=C(NCc1n[nH]c(=S)n1-c1ccccc1Cl)c1ccc(S(=O)(=O)N2CCOCC2)cc1
-8	OCC1OC(Nc2ccc(Cl)cc2)C(O)C(O)C1O (centres undefined)
-2	Cc1onc(-c2ccccc2)c1C(=O)Nc1cc([N+](=O)[O-])ccc1Cl
5	Oc1c(Cl)cc(Cl)cc1CNc1ccc(Br)cn1
-6	Cc1ccn2c(NC(=O)c3ccc(Cl)c([N+](=O)[O-])c3)c(-c3ccccc3)nc2c1
-3	Cc1onc(-c2ccccc2Cl)c1C(=O)NC1CCCCC1
